Assay outcomes deposited in PubChem by several laboratories.
DAGLB inhibitor = DAGLB lipase inhibitors, primary screen, biochemical, fluorescence, HTS; inhibition, % at 5.17 µM; Diacylglycerol lipase-beta (Homo sapiens), Q8NCG7; HEK293T DAGLB membrane lysate, EnzChek fluorogenic substrate; 340,000 compounds, 0.059% hits; in the data active means inhibition above about 34%;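 further: 0% = enzyme with vehicle and 100% = wells lacking enzyme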
Target sequence (Q8NCG7 whole entry, looked up): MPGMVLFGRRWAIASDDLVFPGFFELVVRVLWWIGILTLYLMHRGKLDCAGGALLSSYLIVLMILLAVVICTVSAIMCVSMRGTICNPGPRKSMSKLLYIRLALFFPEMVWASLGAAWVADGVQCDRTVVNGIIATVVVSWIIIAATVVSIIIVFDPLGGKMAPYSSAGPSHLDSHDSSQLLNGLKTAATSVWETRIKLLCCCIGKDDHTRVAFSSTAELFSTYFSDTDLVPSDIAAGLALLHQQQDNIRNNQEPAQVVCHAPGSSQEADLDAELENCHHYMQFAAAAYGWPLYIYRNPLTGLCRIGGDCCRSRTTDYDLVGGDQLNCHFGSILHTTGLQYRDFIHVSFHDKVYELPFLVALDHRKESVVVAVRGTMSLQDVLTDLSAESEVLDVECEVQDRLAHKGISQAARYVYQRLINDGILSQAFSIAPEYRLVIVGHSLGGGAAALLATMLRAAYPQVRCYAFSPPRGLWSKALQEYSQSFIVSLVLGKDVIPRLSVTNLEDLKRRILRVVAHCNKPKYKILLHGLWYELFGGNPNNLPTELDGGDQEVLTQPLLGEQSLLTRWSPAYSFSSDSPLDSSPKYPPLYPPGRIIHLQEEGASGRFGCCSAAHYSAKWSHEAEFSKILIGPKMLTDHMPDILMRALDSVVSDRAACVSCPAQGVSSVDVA
Keap1-Nrf2 PPI = Keap1-Nrf2 protein-protein interaction inhibitors, primary screen, biochemical, fluorescence polarization, single point; inhibition, % at 9.4 µM; AID 504523, 2011; Keap1 Kelch-Nrf2 peptide fluorescence polarization, 1536-well; Kelch-like ECH-associated protein 1 (Homo sapiens), Q14145; 340,000 compounds, 0.15% hits; in the data active means inhibition above about 12%; inconclusive means no clear call, values can overlap the other calls; inactive means below about 7.3%;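 further: human Keap1 Kelch domain with fluorescein labeled Nrf2 9mer peptide probe; 0% = neutral control wells and 100% = peptide positive control; higher means more block of Keap1 binding to Nrf2 peptide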
SR-BI DiI-HDL act = activators of SR-BI mediated DiI-HDL uptake, primary screen, ldlA[mSR-BI] CHO cells, DiI fluorescence; 3 h; 100 = double the neutral-control signal; activation, % at 12.5 µM; 320,000 compounds, 0.096% hits;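 active means mean replicate activation of at least 60% and every replicate at or above 60%; inconclusive means mean or all-replicate condition met, but not both; inactive means mean below 60% and not all replicates reaching 60%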;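 further: 0% = median plate neutral-control signal and 100% = twice that signal; values of inactives mirror those of a sister screen read the other way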
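Assay system: CHO ldlA[mSR-BI] cells, LDL receptor-null, SR-BI overexpressing; medium: Ham's F12 with 0.5% BSA, HEPES 25 mM, pH 7.4; also added: DiI-HDL 10 µg/mL; timing: 3 h uptake period with compound, 37 °C; signal: DiI fluorescence, bottom read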
CAL PDZ FP-1 = CAL PDZ peptide-binding inhibitors, primary screen, biochemical, fluorescence polarization, Cer-tagged CAL PDZ, HTS | Golgi-associated PDZ and coiled-coil motif-containing protein (Homo sapiens), Q9HD26 | AID 504414, 2011 | inhibition, % at 20 µM | 330,000 compounds, 0.02% hits | purified CAL PDZ, TMR-peptide fluorescence polarization, 1 h;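 active means highest replicate inhibition of at least 40%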;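 further: plate controls were DMSO neutral control wells for no effect and unlabeled competitor peptide control wells for full effect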
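System: purified tagged CAL PDZ domain construct (CerCALP). Schedule: 1 h incubation at room temperature before polarization reading. Medium: 25 mM sodium phosphate pH 7.4, 150 mM NaCl, TCEP, IgG, Thesit. Read-out: percent inhibition from loss of millipolarization. Measured by: FP readout, S and P plane fluorescence. Probe or stimulus: fluorescent TMR peptide probe.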
CAL PDZ FP-2 = untagged CAL PDZ binding inhibitors, primary screen, biochemical, fluorescence polarization, HTS. purified CAL PDZ, TMR-peptide fluorescence polarization, 1 h. 300,000 compounds, 0.92% hits. inhibition, % at 24.9 µM. Golgi-associated PDZ and coiled-coil motif-containing protein (Homo sapiens), Q9HD26. AID 602252, 2012;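 active means mean inhibition of at least 30% with at least half of replicates also reaching 30%; inconclusive means no clear call, values can overlap the other calls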;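 further: 0% = DMSO neutral control and 100% = excess unlabeled competitor peptide PRC23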
Rtt109 Vps75 = inhibitors of C. albicans Rtt109/Vps75 HAT, primary screen, biochemical, ThioGlo CoA-SH fluorescence, plate reader. 330,000 compounds, 0.16% hits. purified Rtt109/Vps75, 4 h. inhibition, % at 34.9 µM;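 active means inhibition of at least 50% in every replicate; inconclusive means best replicate reaches 50% inhibition but some replicates fall short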
PKA-R2B act = activators of PKA-R2B holoenzyme, primary screen, biochemical, fluorescence polarization, Cy5-IP20, human; cAMP-dependent protein kinase catalytic subunit beta (Homo sapiens) + cAMP-dependent …; PKA-R2B holoenzyme dissociation; R2B truncated from residue 108, S112A mutant; 0% DMSO only, 100% 113 µM cGMP; activation, % at 11.4 µM; 340,000 compounds, 0.079% hits; AID 504700, 2011;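 active means activation above a cutoff set at the mean over all compounds plus 3 SD, cut at about 18% in these data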;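 further: higher means more holoenzyme dissociation and a rise in polarization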
Target sequence (P31323 whole entry, looked up, other chains not shown, the tested form may be a part): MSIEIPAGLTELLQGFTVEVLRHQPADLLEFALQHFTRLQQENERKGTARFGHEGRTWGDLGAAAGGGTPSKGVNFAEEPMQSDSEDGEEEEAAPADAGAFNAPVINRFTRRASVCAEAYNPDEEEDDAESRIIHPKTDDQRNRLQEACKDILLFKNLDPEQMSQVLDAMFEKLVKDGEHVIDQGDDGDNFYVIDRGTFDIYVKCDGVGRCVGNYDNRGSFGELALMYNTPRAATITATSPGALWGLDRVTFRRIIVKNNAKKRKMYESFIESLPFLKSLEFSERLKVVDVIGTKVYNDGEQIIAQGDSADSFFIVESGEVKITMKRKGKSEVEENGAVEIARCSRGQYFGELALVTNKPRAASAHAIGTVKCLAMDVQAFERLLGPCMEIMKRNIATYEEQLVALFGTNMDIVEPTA
LANA DNA inh = inhibitors of KSHV C-LANA binding to DNA, primary screen, biochemical, fluorescence polarization, FAM-LBS DNA, MBP-C-LANA, single point. 340,000 compounds, 0.078% hits. Kaposi's sarcoma herpesvirus LANA C-terminal domain (residues 932-1162) DNA binding. inhibition, % at 9 µM;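 active means highest replicate inhibition at or above 60% at 9 µM, even if other replicates fall short; inactive means all replicates below 60% inhibition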;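 further: 0% = neutral control wells and 100% = 4 µM acridine orange control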
Cardiac RTF inh = cardiac RTF calcium sensitivity inhibitors, primary screen, biochemical, IANBD-TnC fluorescence, EC70 calcium | IANBD-labeled cardiac RTF, Ca2+ fluorescence | Troponin I, cardiac muscle (Homo sapiens) + Troponin T, cardiac muscle (Homo sapiens) + … | 340,000 compounds, 0.12% hits | inhibition, % at 7.15 µM;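 active means inhibition above the mean inhibition of all tested compounds plus 3 SD, cut at about 17% in these data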;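 further: assay run at fixed EC70 calcium of 1.6 mM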
cardiac RTF act = cardiac RTF calcium sensitivity activators, primary screen, biochemical, IANBD-TnC fluorescence, EC20 calcium | 340,000 compounds, 0.24% hits | Troponin I, cardiac muscle (Homo sapiens) + Troponin T, cardiac muscle (Homo sapiens) + … | activation, % at 7.2 µM | IANBD-labeled TnC RTF fluorescence at EC20 calcium; 0% EC20 calcium, 100% full calcium | AID 493008, 2010;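 active means activation above the mean over all tested compounds plus 3 SD, cut at about 30% in these data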;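 further: rise in fluorescence read as greater calcium sensitivity of cardiac thin filaments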
* hit, by the source's call; ? = inconclusive; nt = no result given.

1	C=CCN(Cc1nc(-c2ccc(OC)c(OC)c2)oc1C)C1CCS(=O)(=O)C1 (centres undefined)
2	Cc1cc(C)c(/C=C(\C#N)S(=O)(=O)c2ccccc2)[nH]1
3	Cc1ccccc1NS(=O)(=O)c1ccc(C(=O)NN2CCCCC2)cc1
4	COc1cc(OC)cc(C(=O)OCc2ccc([N+](=O)[O-])cc2)c1
5	O=C(O)C1CC=CCC1C(=O)NCCc1ccccc1 (centres undefined)
6	CCc1c(C)nc(SCC(=O)Nc2cccc(Br)c2)[nH]c1=O
7	O=C(Nc1ccc(F)cc1)Nc1ccc(N2CCCC2)c(S(=O)(=O)Nc2ccccc2Cl)c1
8	O=C(CCC1CCCN(C(=O)c2cc(C3CC3)[nH]n2)C1)N1CCN(c2ccccn2)CC1 (centres undefined)
9	CC1(C)CC(=O)C2=C(C1)NC(=O)CC2c1ccc(N(CCC#N)CCC#N)cc1 (centres undefined)
10	O=C(Nc1ccc2c(c1)OCO2)C1CCCN1C(=O)OCc1ccccc1 (centres undefined)
entry no.	1	2	3	4	5	6	7	8	9	10
DAGLB inhibitor	0	-3	3	-8	-2	1	-2	5	0	0
Keap1-Nrf2 PPI	-6	-3	-4	-1	-3	1	0	1	2	0
SR-BI DiI-HDL act	1	4	nt	-37	4	0	-87	-2	-1	1
CAL PDZ FP-1	-0.8	1.0	-2.8	-0.7	-0.3	0.0	-1.6	-0.7	-1.6	-0.7
CAL PDZ FP-2	-4	-4	nt	1	-1	-1	-2	4	-1	-2
Rtt109 Vps75	-3	-1	-14	8	3	2	-1	26	2	-8
PKA-R2B act	2	-9	-9	-6	-3	-3	-4	0	13	4
LANA DNA inh	-1.4	0.7	-0.1	0.6	3.1	2.3	0.1	0.3	0.9	0.4
Cardiac RTF inh	-3	-7	1	2	-14	-2	-8	-6	-6	-6
cardiac RTF act	1	7	0	0	-3	-3	7	1	-2	-5

11	CCN(Cc1ccccc1)C(=O)CCNS(=O)(=O)c1ccc2c(c1)CC(C)N2C(C)=O (centres undefined)
12	CC1=CC2=NC(=O)CC(C)(C(=O)N(CC(=O)NC(C)(C)C)Cc3cccs3)N2C=C1 (centres undefined)
13	CCOC(=O)CSc1nnc([C@H](C)NC(=O)OC(C)(C)C)o1
14	O=C1C=CC(=Nc2ccc(F)cc2)O1
15	COc1ccccc1C(=O)OCC(=O)Nc1cc(S(=O)(=O)N2CCOCC2)ccc1N1CCCC1
16	CC1CC(C)(C)N2C(=O)C(=C(C#N)C#N)c3cccc1c32 (centres undefined)
17	O=c1[nH]c2ccccc2c2ccc(Cl)cc12
18	Cc1nn(-c2ccccc2)c(C)c1C(=O)NNC(=O)C(F)(F)F
19	CCOC(=O)c1cc(-c2ccccc2)sc1NC(=O)CSc1nnnn1C
20	CC(NC(=O)NC(N)=O)(C(F)(F)F)C(F)(F)F
entry no.	11	12	13	14	15	16	17	18	19	20
DAGLB inhibitor	3	1	1	-2	3	3	3	-3	-6	2
Keap1-Nrf2 PPI	-4	1	-2	-5	-4	0	0	-1	-5	-5
SR-BI DiI-HDL act	14	4	14	7	4	nt	-19	2	-56	-7
CAL PDZ FP-1	-1.1	-1.3	1.0	-1.6	-0.9	-3.0	-3.4	0.4	-0.6	-1.9
CAL PDZ FP-2	-5	0	1	2	-6	1	-4	-3	nt	2
Rtt109 Vps75	4	-14	-3	-1	nt	1	-5	-11	-4	1
PKA-R2B act	-12	-2	-7	-3	-1	-8	-14	1	-3	-7
LANA DNA inh	-0.5	-0.4	-0.7	3.0	0.6	0.5	0.3	1.3	1.1	0.7
Cardiac RTF inh	0	-10	-6	-5	0	-12	-10	6	-4	-2
cardiac RTF act	-7	14	-1	3	-4	1	4	-9	2	1

21	CN(C)c1ccc(NC(=O)c2ccc(N3CCOCC3)nc2)cc1
22	COC(=O)c1cccc(NS(=O)(=O)c2ccc(OC)c(OC)c2)c1C
23	CCOC(=O)N/N=C\c1ccc([N+](=O)[O-])o1
24	Cc1cc(C)c(NC(=O)CSc2nnc(-c3ccncc3)n2Cc2ccco2)c(Cl)c1
25	Cn1ncc([N+](=O)[O-])c1C(=O)Nc1nccs1
26	Cc1ccccc1OCCN1C(=O)C(=O)c2cccc(C)c21
27	Cc1nc(C(=O)Nc2ccccc2)sc1C1(C)CC(c2cccc([N+](=O)[O-])c2)=NO1 (centres undefined)
28	COC(=O)[C@]1(Cc2ccccc2)N[C@H](CN(C)C(=O)NC(C)C)[C@@H]2C(=O)N(Cc3ccccc3)C(=O)[C@@H]21
29	OCCCN1CCN(CCOc2ccccc2-c2ccccc2)CC1
30	CN(C(=O)c1ccc(Cl)cc1)C1CCS(=O)(=O)C1 (centres undefined)
entry no.	21	22	23	24	25	26	27	28	29	30
DAGLB inhibitor	4	-2	1	4	0	9	-1	-1	-3	2
Keap1-Nrf2 PPI	-3	1	2	0	-1	-9	-2	-5	0	-5
SR-BI DiI-HDL act	-20	36	29	-6	16	-19	-55	4	16	37
CAL PDZ FP-1	-0.1	-0.2	-0.2	-6.0	-1.4	0.1	-1.7	-0.7	-0.8	0.3
CAL PDZ FP-2	-1	nt	-2	-2	-6	-6	0	10	nt	nt
Rtt109 Vps75	-1	-9	6	nt	-1	-3	-11	2	6	6
PKA-R2B act	3	3	-8	-1	-7	5	-5	-1	0	2
LANA DNA inh	-2.2	-0.2	1.1	0.1	0.3	-0.1	1.9	-0.2	-0.7	-2.2
Cardiac RTF inh	-1	-8	3	-1	-8	-3	5	-3	10	-5
cardiac RTF act	-4	-3	-2	-1	-3	1	4	-5	-2	-5

31	CC(C)(C)NC(=O)Nc1ccccc1C(N)=O
32	Cc1cc(C)c(S(=O)(=O)NCc2ccccn2)c(C)c1
33	COc1ccccc1Oc1ccc2c(c1)C(=O)N(c1ccc(C)cc1)C2=O
34	Cc1cc(OC(=O)N2CCCCC2)cc(C)c1Cl
35	Cc1ccc(OCCNC(=O)CCNC(=O)c2ccc(Cl)cc2)cc1
36	COc1ccccc1-c1cc(C(F)(F)F)nc(S(=O)(=O)CCCC(=O)NC(C)C)n1
37	COc1ccc2nc(NCCCO)[nH]c2c1
38	COCc1cc(C)nc2sc(C(=O)Nc3nccs3)c(N)c12
39	Cc1c(NS(=O)(=O)c2cccc(C(=O)NCc3ccccc3)c2)c(=O)n(-c2ccccc2)n1C
40	C=CCN1C(=O)/C(=C\c2ccc(OC(=O)c3ccco3)c(OC)c2)SC1=S
entry no.	31	32	33	34	35	36	37	38	39	40
DAGLB inhibitor	3	-1	3	-16	0	-5	1	-2	-1	3
Keap1-Nrf2 PPI	-6	-1	0	-3	-1	-2	1	-4	3	1
SR-BI DiI-HDL act	22	2	19	-22	22	29	8	-44	6	10
CAL PDZ FP-1	-2.9	-0.9	-1.0	-4.7	-0.2	-0.9	-0.1	1.1	0.7	-1.5
CAL PDZ FP-2	-1	-3	-1	-2	-2	-1	-1	1	0	-5
Rtt109 Vps75	-1	-2	-6	nt	0	-2	0	-3	1	-5
PKA-R2B act	-9	-6	-1	0	-4	-9	-2	-5	13	-8
LANA DNA inh	-0.3	-3.0	-1.3	0.2	0.4	-0.7	2.1	1.9	1.5	0.7
Cardiac RTF inh	-1	-17	2	1	5	-2	-25	-7	-1	2
cardiac RTF act	2	-1	-3	-2	1	-5	2	-2	-2	1

3 compounds already listed, sorted by the value under cardiac RTF act, descending:
32	Cc1cc(C)c(S(=O)(=O)NCc2ccccn2)c(C)c1
38	COCc1cc(C)nc2sc(C(=O)Nc3nccs3)c(N)c12
36	COc1ccccc1-c1cc(C(F)(F)F)nc(S(=O)(=O)CCCC(=O)NC(C)C)n1
entry no.	32	38	36
DAGLB inhibitor	-1	-2	-5
Keap1-Nrf2 PPI	-1	-4	-2
SR-BI DiI-HDL act	2	-44	29
CAL PDZ FP-1	-0.9	1.1	-0.9
CAL PDZ FP-2	-3	1	-1
Rtt109 Vps75	-2	-3	-2
PKA-R2B act	-6	-5	-9
LANA DNA inh	-3.0	1.9	-0.7
Cardiac RTF inh	-17	-7	-2
cardiac RTF act	-1	-2	-5

(cont.)
41	O=c1c2ccccc2sn1-c1ccc(F)cc1
42	COc1ccc2c(ccc[n+]2CC(=O)c2ccc(C)cc2)c1
43	O=[N+]([O-])c1cccc(S(=O)(=O)NCCc2ccccc2)c1
44	CCCCN(C(=O)c1cc(Cl)nc2ccccc12)c1c(N)n(CCCC)c(=O)[nH]c1=O
45	Cc1coc2c(C)c3oc(=O)c(CCC(=O)N[C@@H](C)C(=O)N[C@@H](Cc4ccccc4)C(=O)O)c(C)c3cc12
46	COc1cc(C(=O)Nc2cc(C(F)(F)F)ccc2N2CCOCC2)ccc1O
47	Cc1cc(N)n(-c2cc(C)c3ccccc3n2)n1
48	Cc1cc(-c2nnc(SCC(=O)Nc3ccccc3F)n2N)n[nH]1
entry no.	41	42	43	44	45	46	47	48
DAGLB inhibitor	3	1	0	3	2	0	-2	2
Keap1-Nrf2 PPI	-4	-4	1	-4	-3	1	-4	-1
SR-BI DiI-HDL act	9	26	3	9	-9	-2	0	20
CAL PDZ FP-1	-2.1	0.9	-0.2	-3.7	-2.0	-2.2	-0.4	-1.3
CAL PDZ FP-2	-2	3	2	1	1	-3	nt	2
Rtt109 Vps75	?	-1	3	6	4	-1	-1	7
PKA-R2B act	-8	0	-7	-7	6	1	-6	4
LANA DNA inh	0.8	-0.3	-0.7	-0.4	10	-0.7	-1.4	0.0
Cardiac RTF inh	5	-2	3	-3	2	-4	-7	-5
cardiac RTF act	-6	1	-2	-10	4	7	1	-7
